Screening data from PubChem BioAssay.
esBAF inh = inhibitors of esBAF chromatin remodeling in mouse ES cells | Bmi1-luciferase knock-in reporter, 24 h; 100% = twice the neutral-well signal | reporter increase, % at 12.5 µM | hit rate 2% among 350,000 | AID 602393; in the data active = activation above about 40%;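 note: 0% = median of the plate's neutral control wells and 100% = double that signal; a rise in the Bmi1 reporter signal indicates esBAF inhibition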
C2C12 statin = suppressors of simvastatin-induced myotoxicity in C2C12 myotubes | ATP luminescence, 48 h; scaled: DMSO 0, geranylgeraniol control 100 | hit rate 0.78% among 330,000 | rescue of ATP level, % at 7.49 µM | AID 602340;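 active = mean ATP rescue above about 67%, or every replicate alone reaching that limit, limit read from the data, passing the limit was not always enough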;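 note: myotubes were challenged with 10 µM simvastatin during compound exposure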
miR122 inh = inhibitors of miR-122 in Huh7 cells; Huh7 miR-122 Renilla luciferase sensor, 48 h; neutral wells = 0, positive control = 100; activation (reporter increase), % at 12.5 µM; hit rate 0.3% among 340,000; AID 602342;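 active = mean replicate activation score at least 90 and every replicate individually at or above 90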;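 note: higher luciferase means less miR-122 activity so hits act as miR-122 inhibitors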
Active calls of the source: *; . = no result given; [ ] = dose if it differs, or a comment. An excerpt; count on the stated rates, not on these rows.

Results follow in this order: esBAF inh, C2C12 statin, miR122 inh
[1] C[C@H](CO)N1C[C@H](C)[C@@H](CN(C)C(=O)C2CCC2)Oc2ncc(-c3ccncc3)cc2C1=O
 : ., -5, 2[16.7 µM]
[2] CCCN(C)C[C@@H]1Oc2cc(C3=CCCC3)ccc2S(=O)(=O)N([C@@H](C)CO)C[C@@H]1C
 : ., -40, -6[16.7 µM]
[3] CC(C)CC#Cc1ccc2c(c1)O[C@H](CN(C)C(=O)C1CC1)[C@@H](C)CN([C@@H](C)CO)S2(=O)=O
 : ., -18, 34[16.7 µM]
[4] COCC(=O)N(C)C[C@H]1Oc2cc(C#CC3CCCC3)ccc2S(=O)(=O)N([C@H](C)CO)C[C@H]1C
 : ., -8, -16[16.7 µM]
[5] COc1ccccc1-c1ccc2c(c1)O[C@H](CN(C)CC1CC1)[C@H](C)CN([C@H](C)CO)S2(=O)=O
 : ., 13, 39[16.7 µM]
[6] C[C@H](CO)N1C[C@H](C)[C@@H](CN(C)C(=O)C2CCC2)Oc2cc(-c3ccc(F)cc3)ccc2S1(=O)=O
 : ., -77, 18[16.7 µM]
[7] C[C@H](CO)N1C[C@H](C)[C@H](CN(C)C(=O)Nc2ccc(F)cc2)Oc2ncc(C#Cc3ccccc3)cc2C1=O
 : ., 48, -7[16.7 µM]
[8] C[C@H](CO)N1C[C@H](C)[C@@H](CN(C)C(=O)C2CC2)Oc2cc(C3=CCCC3)ccc2S1(=O)=O
 : ., -9, 27[16.7 µM]
[9] CCCN(C)C[C@H]1Oc2cc(C3=CCCC3)ccc2S(=O)(=O)N([C@@H](C)CO)C[C@H]1C
 : ., -75, 6[16.7 µM]
[10] CC(C)C#Cc1ccc2c(c1)O[C@@H](CN(C)C(=O)C1CCC1)[C@@H](C)CN([C@H](C)CO)S2(=O)=O
 : ., 32, 7[16.7 µM]
[11] C[C@@H]1CN([C@H](C)CO)C(=O)c2cc(C#CC3(O)CCCC3)cnc2O[C@H]1CN(C)C(=O)C1CC1
 : ., 42, -6[16.7 µM]
[12] C[C@H](CO)N1C[C@H](C)[C@H](CN(C)C(=O)c2ccncc2)Oc2ncc(-c3ccc(F)cc3)cc2C1=O
 : ., 19, 3[16.7 µM]
[13] C[C@@H]1CN([C@@H](C)CO)S(=O)(=O)c2ccc(-c3ccc(C(=O)N(C)C)cc3)cc2O[C@@H]1CN(C)C(=O)C1CC1
 : ., 7, 0[16.7 µM]
[14] C[C@@H]1CN([C@H](C)CO)S(=O)(=O)c2ccc(C#CC3CCCC3)cc2O[C@H]1CN(C)C(=O)c1cccc(F)c1
 : ., -76, 7[16.7 µM]
[15] C[C@@H]1CN([C@@H](C)CO)S(=O)(=O)c2ccc(C3=CCCC3)cc2O[C@H]1CN(C)C(=O)C1CC1
 : ., -18, 11[16.7 µM]
[16] COc1ccc(C#Cc2cnc3c(c2)C(=O)N([C@H](C)CO)C[C@@H](C)[C@@H](CN(C)CC2CC2)O3)cc1
 : ., -9, 0[16.7 µM]
[17] COc1ccc(-c2cnc3c(c2)C(=O)N([C@@H](C)CO)C[C@@H](C)[C@@H](CN(C)S(=O)(=O)c2ccc(OC)cc2)O3)cc1
 : ., -18, -1[16.7 µM]
[18] C[C@H]1CN([C@@H](C)CO)C(=O)c2cc(C3=CCCCC3)cnc2O[C@H]1CN(C)S(C)(=O)=O
 : ., 33, 1[16.7 µM]
[19] C/C=C/c1cnc2c(c1)C(=O)N([C@@H](C)CO)C[C@@H](C)[C@@H](CN(C)C(=O)C1CCC1)O2
 : ., 14, -4[16.7 µM]
[20] C[C@@H]1CN([C@H](C)CO)C(=O)c2cc(-c3ccc(F)cc3)cnc2O[C@H]1CN(C)C(=O)c1ccncc1
 : ., -116, -5[16.7 µM]
[21] C[C@H](CO)N1C[C@H](C)[C@H](CN(C)C(=O)C2CCC2)Oc2cc(Br)ccc2S1(=O)=O
 : ., -6, -2[16.7 µM]
[22] Cc1ccc(-c2ccc3c(c2)O[C@@H](CN(C)C(=O)C2CCCCC2)[C@@H](C)CN([C@@H](C)CO)S3(=O)=O)cc1
 : ., 5, 18[16.7 µM]
[23] CCC(=O)N(C)C[C@@H]1Oc2cc(C3=CCCCC3)ccc2S(=O)(=O)N([C@H](C)CO)C[C@H]1C
 : ., -17, 5[16.7 µM]
[24] C[C@H](CO)N1C[C@H](C)[C@@H](CN(C)S(C)(=O)=O)Oc2ncc(C3=CCCCC3)cc2C1=O
 : ., 5, -3[16.7 µM]
[25] C[C@H]1CN([C@@H](C)CO)C(=O)c2cc(C3=CCCC3)cnc2O[C@@H]1CN(C)C(=O)C1CC1
 : ., 14, 5[16.7 µM]
[26] C[C@@H]1CN([C@H](C)CO)S(=O)(=O)c2ccc(-c3ccc(C(=O)N(C)C)cc3)cc2O[C@@H]1CN(C)C(=O)C1CC1
 : ., -9, -4[16.7 µM]
[27] C[C@H]1CN([C@@H](C)CO)S(=O)(=O)c2ccc(-c3ccncc3)cc2O[C@H]1CN(C)Cc1ccncc1
 : ., -3, -3[16.7 µM]
[28] C[C@@H]1CN([C@H](C)CO)C(=O)c2cc(-c3cccnc3)cnc2O[C@H]1CN(C)Cc1ccccc1
 : ., -13, 1[16.7 µM]
[29] C[C@@H]1CN([C@@H](C)CO)S(=O)(=O)c2ccc(-c3ccncc3)cc2O[C@@H]1CN(C)C(=O)C1CCC1
 : ., 40, 1[16.7 µM]
[30] C[C@H]1CN([C@@H](C)CO)C(=O)c2cc(-c3cccc(F)c3)cnc2O[C@@H]1CN(C)C(=O)C1CC1
 : ., -1, -3[16.7 µM]

Nos. 3 to 15 from above:
Results follow in this order: esBAF inh, C2C12 statin, miR122 inh
[3] CC(C)CC#Cc1ccc2c(c1)O[C@H](CN(C)C(=O)C1CC1)[C@@H](C)CN([C@@H](C)CO)S2(=O)=O
 : ., -18, 34[16.7 µM]
[4] COCC(=O)N(C)C[C@H]1Oc2cc(C#CC3CCCC3)ccc2S(=O)(=O)N([C@H](C)CO)C[C@H]1C
 : ., -8, -16[16.7 µM]
[5] COc1ccccc1-c1ccc2c(c1)O[C@H](CN(C)CC1CC1)[C@H](C)CN([C@H](C)CO)S2(=O)=O
 : ., 13, 39[16.7 µM]
[6] C[C@H](CO)N1C[C@H](C)[C@@H](CN(C)C(=O)C2CCC2)Oc2cc(-c3ccc(F)cc3)ccc2S1(=O)=O
 : ., -77, 18[16.7 µM]
[7] C[C@H](CO)N1C[C@H](C)[C@H](CN(C)C(=O)Nc2ccc(F)cc2)Oc2ncc(C#Cc3ccccc3)cc2C1=O
 : ., 48, -7[16.7 µM]
[8] C[C@H](CO)N1C[C@H](C)[C@@H](CN(C)C(=O)C2CC2)Oc2cc(C3=CCCC3)ccc2S1(=O)=O
 : ., -9, 27[16.7 µM]
[9] CCCN(C)C[C@H]1Oc2cc(C3=CCCC3)ccc2S(=O)(=O)N([C@@H](C)CO)C[C@H]1C
 : ., -75, 6[16.7 µM]
[10] CC(C)C#Cc1ccc2c(c1)O[C@@H](CN(C)C(=O)C1CCC1)[C@@H](C)CN([C@H](C)CO)S2(=O)=O
 : ., 32, 7[16.7 µM]
[11] C[C@@H]1CN([C@H](C)CO)C(=O)c2cc(C#CC3(O)CCCC3)cnc2O[C@H]1CN(C)C(=O)C1CC1
 : ., 42, -6[16.7 µM]
[12] C[C@H](CO)N1C[C@H](C)[C@H](CN(C)C(=O)c2ccncc2)Oc2ncc(-c3ccc(F)cc3)cc2C1=O
 : ., 19, 3[16.7 µM]
[13] C[C@@H]1CN([C@@H](C)CO)S(=O)(=O)c2ccc(-c3ccc(C(=O)N(C)C)cc3)cc2O[C@@H]1CN(C)C(=O)C1CC1
 : ., 7, 0[16.7 µM]
[14] C[C@@H]1CN([C@H](C)CO)S(=O)(=O)c2ccc(C#CC3CCCC3)cc2O[C@H]1CN(C)C(=O)c1cccc(F)c1
 : ., -76, 7[16.7 µM]
[15] C[C@@H]1CN([C@@H](C)CO)S(=O)(=O)c2ccc(C3=CCCC3)cc2O[C@H]1CN(C)C(=O)C1CC1
 : ., -18, 11[16.7 µM]

Further compounds
Results follow in this order: esBAF inh, C2C12 statin, miR122 inh
[31] C[C@H](CO)N1C[C@H](C)[C@H](CN(C)C(=O)Nc2ccc(F)cc2)Oc2cc(-c3ccc(F)cc3)ccc2S1(=O)=O
 : ., -8, -2[16.7 µM]
[32] C[C@H]1CN([C@@H](C)CO)C(=O)c2cc(-c3ccc(F)cc3)cnc2O[C@H]1CN(C)C(=O)c1ccncc1
 : ., 2, -2[16.7 µM]
[33] C[C@H](CO)N1C[C@H](C)[C@@H](CN(C)C(=O)C2CC2)Oc2ncc(-c3cccc(F)c3)cc2C1=O
 : ., -5, -2[16.7 µM]
[34] C[C@@H]1CN([C@@H](C)CO)S(=O)(=O)c2ccc(C3=CCCCC3)cc2O[C@H]1CN(C)CC1CC1
 : ., -125, -1[16.7 µM]
[35] CCC(=O)N(C)C[C@H]1Oc2cc(C3=CCCCC3)ccc2S(=O)(=O)N([C@H](C)CO)C[C@@H]1C
 : ., -3, 16[16.7 µM]
[36] C[C@H]1CN([C@@H](C)CO)S(=O)(=O)c2ccc(-c3ccncc3)cc2O[C@H]1CN(C)C(=O)C1CCC1
 : ., -6, 0[16.7 µM]
[37] C[C@@H]1CN([C@H](C)CO)C(=O)c2cc(C#CC3CC3)cnc2O[C@H]1CN(C)C(=O)c1ccncc1
 : ., 32, 10[16.7 µM]
[38] C[C@@H]1CN([C@H](C)CO)C(=O)c2cc(C#Cc3cccc(F)c3)cnc2O[C@@H]1CN(C)CC1CC1
 : ., 2, -9[16.7 µM]
[39] CC(=O)N(C)C[C@@H]1Oc2cc(C3=CCCCC3)ccc2S(=O)(=O)N([C@H](C)CO)C[C@@H]1C
 : ., 21, 2[16.7 µM]
[40] C[C@H]1CN([C@@H](C)CO)S(=O)(=O)c2ccc(C#Cc3cccnc3)cc2O[C@H]1CN(C)CC1CC1
 : ., -7, -5[16.7 µM]
[41] C[C@H](CO)N1C[C@H](C)[C@H](CN(C)CC2CC2)Oc2cc(C3=CCCCC3)ccc2S1(=O)=O
 : ., -18, -4[16.7 µM]
[42] COCC(=O)N(C)C[C@H]1Oc2cc(C#CC3CCCC3)ccc2S(=O)(=O)N([C@@H](C)CO)C[C@@H]1C
 : ., 8, 1[16.7 µM]
[43] Cc1noc(C)c1NC(=O)N[C@@H]1C=C[C@@H](CC(=O)NCCCN(C)C)O[C@@H]1CO
 : 2, 12, .
[44] CCCC(=O)Nc1ccc2c(c1)OC[C@H](C)N(Cc1nccs1)C[C@@H](C)[C@H](OC)CN(C)C2=O
 : -2, 8, .
[45] C[C@H](CO)N1C[C@H](C)[C@@H](CN(C)Cc2ccccn2)Oc2ncc(C3=CCCCC3)cc2C1=O
 : 1, 8, .
[46] CCCN1[C@@H]2c3ccc(-c4ccccc4OC)c(=O)n3C[C@@H]2[C@@H](CO)[C@@H]1C(=O)N(C)C
 : 3, -4, .
[47] COC(=O)C[C@@H]1CC[C@H]2[C@H](COc3ccc(NC(=O)Cc4cccs4)cc3C(=O)N2C)O1
 : -1, -6, .
[48] CO[C@@H]1CN(C)C(=O)c2cc(NC(=O)C3CC3)ccc2OC[C@@H](C)N(C(=O)NC(C)C)C[C@@H]1C
 : -1, 7, .
[49] CC(=O)N1[C@@H]2c3cccc(=O)n3C[C@H]1[C@H](CO)[C@H]2C(=O)NC1CCCC1
 : -5, 6, .
[50] O=C(NC1CCC1)[C@@H]1[C@@H](CO)[C@@H]2Cn3c(cccc3=O)[C@H]1N2Cc1cc(F)ccc1F
 : 5, -5, .
[51] CCS(=O)(=O)Nc1ccc2c(c1)C(=O)N(C)C[C@H](OC)[C@H](C)CN(C(=O)COC)[C@H](C)CO2
 : -4, 1, .
[52] C[C@@H]1CN([C@@H](C)CO)C(=O)c2ccccc2-c2ccccc2CO[C@@H]1CN(C)S(=O)(=O)c1cccc(F)c1
 : 0, 20, .
[53] CO[C@@H]1CN(C)C(=O)c2cc(NC(=O)c3cc(C)on3)ccc2OC[C@@H](C)N(CC2CC2)C[C@H]1C
 : 3, -1, .
[54] CCCNC(=O)N[C@@H]1C=C[C@@H](CC(=O)NCCc2ccccc2)O[C@@H]1CO
 : 5, 3, .
[55] Cc1ccc(-c2cnc3c(c2)C(=O)N([C@@H](C)CO)C[C@H](C)[C@H](CN(C)C(=O)CN(C)C)O3)cc1
 : -11, -1, .
[56] CO[C@@H]1CC[C@H]2CCN(C)C(=O)[C@H](C)N(C)C(=O)c3cccc(C#N)c3OC[C@H]1O2
 : 3, 1, .
[57] CCCNC(=O)Nc1ccc2c(c1)OC[C@@H](C)N(C(=O)C1CCOCC1)C[C@@H](C)[C@@H](OC)CN(C)C2=O
 : -4, 8, .
[58] O=C(NC1CCC1)[C@H]1[C@H](CO)[C@H]2Cn3c(cccc3=O)[C@@H]1N2Cc1cc(F)ccc1F
 : -2, -9, .
[59] CO[C@@H]1CN(C)C(=O)c2ccc(NC(=O)C3CCOCC3)cc2OC[C@@H](C)N(Cc2nccs2)C[C@@H]1C
 : -3, -8, .
[60] C[C@H](CO)N1C[C@H](C)[C@H](CN(C)S(=O)(=O)c2cn(C)cn2)Oc2ncc(-c3cc4ccccc4o3)cc2C1=O
 : 0, -4, .
[61] COc1ccc(NC(=O)N[C@H]2CC[C@@H](CCNC(=O)Nc3cc(F)ccc3F)O[C@@H]2CO)cc1
 : 4, 14, .
[62] CCCC(=O)Nc1ccc2c(c1)OC[C@@H](C)N(C(=O)CN(C)C)C[C@@H](C)[C@@H](OC)CN(C)C2=O
 : -4, -5, .
[63] O=C(CN1CCOCC1)N[C@H]1CC[C@@H](CCn2cc(C3CCCCC3)nn2)O[C@@H]1CO
 : -4, -17, .
[64] CCC(=O)Nc1ccc2c(c1)OC[C@H](C)N(CCc1ccccc1)C[C@H](C)[C@H](OC)CN(C)C2=O
 : 4, 26, .
